NS3 helicase inh: blocks Hepatitis C virus NS3 helicase unwinding; NS3 helicase DNA unwinding, Cy5 molecular beacon fluorescence; inhibition, % at 10.9 µM; 290,000 tested, 0.56% active;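 active = inhibition above the mean of all tested compounds plus 3 SD, set per campaign, cut at about 35% in these data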;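 also: 0% = DMSO wells and 100% = thioflavine S control wells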
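System: Hepatitis C virus NS3 helicase domain fragment enzyme | Reagent: Annealed dual-labelled DNA beacon duplex, ATP-started | Compound dosing: 10.9 µM single point, 0.8% DMSO | Incubation: 1 h reaction at 25 °C, ATP-initiated | Technique: Cy5 fluorescence | Evaluation: Percent inhibition from t60/t0 fluorescence ratio | Benchmarks: Low DMSO, high thioflavine S at 110 µM | Replication: Singlicate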
IMP-1 inh: blocks Pseudomonas aeruginosa IMP-1 metallo-beta-lactamase; purified IMP-1, nitrocefin hydrolysis, epi-absorbance fluorescence; AID 1556; inhibition, % at 5.6 µM; 290,000 tested, 0.45% active;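 active = inhibition above the mean plus 3 SD of all compounds in the same screening run, cut at about 4.5% in these data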;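 also: 0% = IMP-1 with DMSO and 100% = DMSO wells lacking enzyme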
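System: Purified recombinant IMP-1 metallo-beta-lactamase enzyme | Measured by: Fluorescence quenching readout, ex 480/em 530 nm | Replication: Singlicate | Incubation: 15 min preincubation plus 25 min reaction at 25 °C | Evaluation: Percent inhibition from optical density relative to buffer-blank wells | Benchmarks: DMSO with and without IMP-1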
MEKK3 PB1 HTS: MEKK3-MEK5 PB1 interaction, increase or decrease; 290,000 tested, 1.4% active; binding response (% of control), % at 10 µM; AID 1529; bead-based flow cytometry, Alexa488-MEK5 binding to MEKK3; actives lie on both sides; 0 = blocked by unlabeled MEK5, 100 = vehicle;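 active = binding response more than 3 SD above or below the average of its plate-row segment, actives on both sides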;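 also: Alexa488 bead fluorescence after subtracting the streptavidin-only scavenger bead signal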
Target sequence (Q99759 whole entry, looked up): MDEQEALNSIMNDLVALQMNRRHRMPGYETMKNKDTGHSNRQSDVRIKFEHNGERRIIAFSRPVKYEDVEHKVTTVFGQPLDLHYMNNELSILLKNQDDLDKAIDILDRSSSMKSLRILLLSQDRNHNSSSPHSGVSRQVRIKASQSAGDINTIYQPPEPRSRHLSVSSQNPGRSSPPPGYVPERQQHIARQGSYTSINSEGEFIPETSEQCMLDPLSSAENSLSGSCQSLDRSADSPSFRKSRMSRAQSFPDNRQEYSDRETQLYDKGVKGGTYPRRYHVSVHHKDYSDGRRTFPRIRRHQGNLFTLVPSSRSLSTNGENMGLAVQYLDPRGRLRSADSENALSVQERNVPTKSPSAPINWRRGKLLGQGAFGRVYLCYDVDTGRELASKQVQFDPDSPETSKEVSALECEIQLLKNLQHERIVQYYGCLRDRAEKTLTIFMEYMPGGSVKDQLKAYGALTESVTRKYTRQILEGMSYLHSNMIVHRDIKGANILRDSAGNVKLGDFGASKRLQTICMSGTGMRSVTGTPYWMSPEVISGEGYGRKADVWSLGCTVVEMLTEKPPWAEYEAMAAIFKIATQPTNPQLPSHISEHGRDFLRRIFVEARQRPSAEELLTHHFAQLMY
PHOSPHO1 block: PHOSPHO1 (human) inhibition; inhibition, % at 13.3 µM; recombinant PHOSPHO1, absorbance phosphatase assay; 290,000 tested, 1.1% active; in the data active = inhibition above about 60%
Target sequence (Q8TCT1 whole entry, looked up): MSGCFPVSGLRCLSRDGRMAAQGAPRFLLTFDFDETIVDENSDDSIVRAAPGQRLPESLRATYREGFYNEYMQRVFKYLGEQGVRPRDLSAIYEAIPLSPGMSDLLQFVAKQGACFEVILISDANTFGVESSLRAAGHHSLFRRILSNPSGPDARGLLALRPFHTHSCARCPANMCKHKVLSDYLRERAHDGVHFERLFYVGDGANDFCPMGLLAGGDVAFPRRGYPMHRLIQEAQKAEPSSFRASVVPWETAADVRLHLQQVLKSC
SUMO HTRF inh: SUMOylation inhibition; P63279; inhibition, % at 35 µM; HTRF SUMOylation assay, SAE1/SAE2 + UBC9, in vitro; 290,000 tested, 0.36% active; in the data active = inhibition above about 50%, passing the limit was not always enough; also: strong numbers were not always called active
Target sequence (P63279 whole entry, looked up): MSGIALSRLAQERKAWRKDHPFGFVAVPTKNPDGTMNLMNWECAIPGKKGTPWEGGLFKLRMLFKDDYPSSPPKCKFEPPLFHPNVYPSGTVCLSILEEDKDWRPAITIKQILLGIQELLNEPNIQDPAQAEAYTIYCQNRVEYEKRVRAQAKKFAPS
VIM-2 inhibitor: blocks Pseudomonas aeruginosa VIM-2 metallo-beta-lactamase; purified VIM-2, nitrocefin hydrolysis, epi-absorbance fluorescence; inhibition, % at 5.6 µM; 290,000 tested, 0.89% active;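 active = inhibition above the mean of all tested compounds plus 3 SD, cutoff set per screening run, cut at about 7.5% in these data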;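 also: red hydrolysis product quenches plate fluorescence so inhibitors raise well fluorescence; 0% = enzyme with DMSO and 100% = DMSO without enzyme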
IDE cell activ: IDE (human) activation, cell-based | P14735 | HEK cells, FAbeta-B cleavage, fluorescence polarization; 0% vehicle, 100% cell-free pure enzyme wells | activation, % at 5.96 µM | 340,000 tested, 0.073% active | AID 493087;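 active = activation above the mean of all tested compounds plus 3 SD, set per screening campaign, cut at about 17% in these data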
p-CIP stab down: lowers stability of the mouse p/CIP coactivator protein; Q05BA5; F442A p/CIP-EGFP cells, EGFP fluorescence, 16 h; decrease of EGFP signal, % at 10 µM; 290,000 tested, 0.01% active; AID 1984;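 active = EGFP signal decrease of at least 30% at 10 µM or well 3 SD below plate mean, unless failing retest; inactive = the rest, including hits failing retest or dose response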; also: some compounds called inactive have numbers as strong as hits; many of its hits are not listed in these tables
FID counter: counter-screen for HCV NS3 helicase inhibitors: DNA intercalator displacement; inhibition, % at 7.9 µM; 290,000 tested, 0.17% active; AID 1845; DNA fluorescent intercalator displacement, fluorescence; in the data active = inhibition above about 37%;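 also: 0% = vehicle and 100% = reference compound; higher means more ethidium bromide displaced from hairpin DNA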
Numbers without * were called inactive; / = no result given; [ ] = remark or other dose.

no.	structure	SUMO HTRF inh	IMP-1 inh	p-CIP stab down	PHOSPHO1 block	VIM-2 inhibitor
1	CCOc1ccc(NC(=O)Nc2ccc(NC(C)=O)cc2)cc1	-3	-1.6	4	-32	-3.7
2	Cc1ccccc1NC(=O)COC(=O)C1(C)CC1(Cl)Cl (stereo unspecified)	-5	0.9	6	16	2.5
3	CC(C)CC(N)c1cn([C@@H](CCC(=O)O)C(=O)N2CCNCC2)nn1 (stereo partly specified)	2	-2.6	12	30	-1.4
4	CCN(CC)C(=O)c1ccc(-c2nnc(Nc3ccc(C(=O)NC)cc3)c3ccccc23)cc1	-9	-3.4	-11	3	-0.8
5	Cn1cccc1/C=C1\SC(=Nc2ccccc2)NC1=O	13	-1.8	4	12	1.5
6	O=C(c1cc(S(=O)(=O)N2CCCCC2)ccc1N1CCOCC1)N1CCN(Cc2ccccc2)CC1	5	-2.0	-1	32	-1.9
7	CN1C(=O)c2oc3ccccc3c(=O)c2C1c1ccncc1 (stereo unspecified)	8	/	-2	37	/
8	COC(=O)c1ccn(Cc2ccccc2Cl)n1	12	-0.7	-22	2	-0.4
9	CCN1C(=O)c2ccccc2Sc2ccc(C(=O)NCCN3CCOCC3)cc21	5	0.3	-13	-18	-2.9
10	Cc1ccc(NC(=O)COC(=O)CSC(=S)N2CCOCC2)cc1C	-19	-0.4	4	15	-1.5
11	O=C(Nc1cccs1)Nc1c(F)cc(F)cc1Br	14	-1.2	-9	-60	-2.0
12	C=C(C)CNC(=O)c1ccc(OC2CCN(S(=O)(=O)N(C)C)CC2)cc1	8	-4.6	-2	34	-3.8

no.	FID counter	NS3 helicase inh	IDE cell activ	MEKK3 PB1 HTS
1	3	-5	-1	102
2	-10	4	7	2.0*[inhibitor]
3	1	3	7	106
4	-40	6	0	97
5	-12	18	-3	96
6	-32	3	2	95
7	/	/	1	103
8	-3	-6	3	111
9	-2	10	9	102
10	-15	0	4	108
11	-2	4	5	104
12	-23	2	3	112

(further entries)
no.	structure	SUMO HTRF inh	IMP-1 inh	p-CIP stab down	PHOSPHO1 block	VIM-2 inhibitor
13	COC(=O)c1[nH]c2ccc(C)cc2c1NC(=O)C1=COCCO1	16	-1.7	-16	20	-4.0
14	CCOC(=O)Cn1c(=O)cc(C)c2cccc(C)c21	1	-1.5	5	24	-1.5
15	CCOC(=O)CNC(=O)CSc1nc(Cc2cccs2)nc2ccccc12	2	-2.5	-1	19	-2.5
16	COc1ccc(C2C(C(=O)N3CCCCC3)c3ccccc3C(=O)N2C)cc1 (stereo unspecified)	23	-1.2	-10	4	-6.9
17	Cc1ccc(Nc2cc(C)nn2-c2nc(C)cc(=O)[nH]2)cc1	-259	-2.5	-6	28	1.5
18	Cc1noc(C)c1S(=O)(=O)Nc1ccc(C(=O)O)cc1	26	-2.0	-8	0	1.1
19	CCc1c(C)nc(N)n2c(SCC(=O)N3CCCC(C)C3)nnc12 (stereo unspecified)	20	-1.7	-5	8	-1.4
20	CCOC(=O)Cn1c(=O)c(-c2ccccc2NCc2ccccc2)nc2ccccc21	/	-3.3	/	/	-6.1
21	COC(=O)c1[nH]c(C)c(/C(O)=C2\C(=O)C(=O)N(CCN(C)C)C2c2cccs2)c1C (stereo unspecified)	-1	-0.6	0	50	-4.6
22	O=C(CSc1nnc(-c2ccco2)n1-c1ccccc1)N1CCN(C(=O)c2ccco2)CC1	7	-0.6	-16	-7	-2.6
23	O=C(CSc1ccc2ccccc2n1)NCCC1=CCCCC1	1	0.3	-3	1	-1.0
24	CCn1ccc(C(=O)Oc2ccc(C(C)C)cc2)n1	5	-3.9	-6	42	-1.4

no.	FID counter	NS3 helicase inh	IDE cell activ	MEKK3 PB1 HTS
13	-7	-2	3	94
14	-6	-6	5	96
15	-16	-1	-7	102
16	-17	5	7	97
17	-32	39*	2	101
18	6	4	2	98
19	-1	8	-7	111
20	-3	3	1	100
21	1	2	0	96
22	-22	-6	-6	104
23	-30	3	0	93
24	-24	21	4	100

Compounds from the list above containing two or more sulfur atoms, in the order listed:
no.	structure	SUMO HTRF inh	IMP-1 inh	p-CIP stab down	PHOSPHO1 block	VIM-2 inhibitor
10	Cc1ccc(NC(=O)COC(=O)CSC(=S)N2CCOCC2)cc1C	-19	-0.4	4	15	-1.5
15	CCOC(=O)CNC(=O)CSc1nc(Cc2cccs2)nc2ccccc12	2	-2.5	-1	19	-2.5

no.	FID counter	NS3 helicase inh	IDE cell activ	MEKK3 PB1 HTS
10	-15	0	4	108
15	-16	-1	-7	102

The results go on:
no.	structure	SUMO HTRF inh	IMP-1 inh	p-CIP stab down	PHOSPHO1 block	VIM-2 inhibitor
25	COc1cc(/C=N/NC(=O)C(N)=O)cc(OC)c1O	0	-1.6	-8	-4	-0.3
26	Cc1ccccc1Cn1c2ccccc2c2cnn(CC(=O)NCc3ccco3)c(=O)c21	36	-2.7	-7	61*	-2.5
27	COc1ccc([N+](=O)[O-])cc1NC(=O)COC(=O)/C=C/c1ccco1	10	-2.2	-5	17	-2.8
28	CC(C)N1CCc2c(sc(NC(=O)c3ccc4ccccc4c3)c2C(N)=O)C1	-10	1.7	-102	14	0.5
29	Cc1ccccc1-n1c(C)nnc1SCc1cc(=O)oc2ccc3ccccc3c12	13	-1.2	1	-2	0.7
30	Cc1cc(C)nc(NC(=S)Nc2cccc(Cl)c2Cl)c1	0	-3.0	-3	-1	-3.2
31	O=C(NCc1n[nH]c(=S)n1-c1ccccc1)c1cccs1	9	-3.5	5	-96	2.8
32	COC(=O)c1cc(OC)c(OC)cc1NC(=O)c1cnccn1	25	-1.6	-8	27	-0.1
33	Cc1cc(C(=O)CCl)c(C)n1CCc1ccccc1	5	-2.1	-13	53	-2.2
34	COCCn1nnnc1C(c1cc2cccc(C)c2[nH]c1=O)N1CCN(c2ccccc2F)CC1 (stereo unspecified)	-1	-2.1	6	-52	-3.5
35	Cc1ccc(NC(=O)Cn2nc(-c3ccccc3Cl)ccc2=O)c(Br)c1	-11	-1.5	7	23	-3.1
36	CC(=O)c1ccc(NC(=S)NCCc2ccc(S(N)(=O)=O)cc2)cc1	10	-1.1	-16	4	0.1

no.	FID counter	NS3 helicase inh	IDE cell activ	MEKK3 PB1 HTS
25	-3	1	1	62
26	-29	2	7	98
27	6	-2	1	106
28	15	-90	-14	103
29	-38	15	-8	103
30	-2	-7	-11	109
31	-2	3	6	102
32	1	-3	/	120
33	-3	4	/	104
34	-7	8	0	96
35	-28	-9	-5	72
36	-4	6	3	106

Single records, as listed above. Values in the order: SUMO HTRF inh	IMP-1 inh	p-CIP stab down	PHOSPHO1 block	VIM-2 inhibitor	FID counter	NS3 helicase inh	IDE cell activ	MEKK3 PB1 HTS
COC(=O)c1ccn(Cc2ccccc2Cl)n1 in the list: 12	-0.7	-22	2	-0.4	-3	-6	3	111
CC(C)N1CCc2c(sc(NC(=O)c3ccc4ccccc4c3)c2C(N)=O)C1 in the list: -10	1.7	-102	14	0.5	15	-90	-14	103
CCn1ccc(C(=O)Oc2ccc(C(C)C)cc2)n1 in the list: 5	-3.9	-6	42	-1.4	-24	21	4	100

Next entries:
no.	structure	SUMO HTRF inh	IMP-1 inh	p-CIP stab down	PHOSPHO1 block	VIM-2 inhibitor
37	CCOc1ccccc1N1CC(C(=O)Nc2ccc3c(c2)OCCO3)CC1=O (stereo unspecified)	-9	-1.4	9	28	-2.6
38	COC(OC)c1ccnc(-c2ccc(OC(C)=O)cc2)n1	7	-3.7	-8	24	-2.9
39	CC1CCCN(Cc2nc(Cc3ccccc3Cl)no2)C1 (stereo unspecified)	11	-0.2	9	6	-1.1
40	COc1ccc(Cl)cc1-c1nc(N)nc(N(C)C)n1	-1	-2.7	-10	-2	-3.0
41	CC1(C)Cc2c(c(N3CCOCC3)nc3sc4c(NN)ncnc4c23)CS1	0	12*	-12	7	-0.2
42	CCOC(=O)c1sc2nc(C3CC3)cc(-c3ccc(F)cc3)c2c1N	36	-2.7	1	40	-3.5
43	C=C1CCN(C(C(=O)OC)C(C)C)S(=O)(=O)c2ccccc21 (stereo unspecified)	-34	/	3	18	/
44	COC(=O)c1c(NC(=O)CN2CCC3(O)CCCCC3C2c2ccc(OC)cc2OC)sc(C)c1C (stereo unspecified)	-4	3.7	6	10	1.1
45	O=c1c([N+](=O)[O-])c(NCCN2CCCCCC2)c2ccccc2n1-c1ccccc1	-18	-2.2	17	-25	0.0
46	Cc1cc(C)cc(C(=O)Nc2ccc3[nH]c(=O)[nH]c3c2)c1	-11	-2.8	-6	-1	-2.2
47	CCOC(=O)c1c(NC(=O)CC)sc2c1CCN(Cc1ccccc1)C2	-7	-1.1	3	20	-0.6
48	O=C(NCc1ccc(Cl)cc1)c1cc(S(=O)(=O)N2CCCCC2)c[nH]1	-4	-1.9	-10	10	-1.0

no.	FID counter	NS3 helicase inh	IDE cell activ	MEKK3 PB1 HTS
37	-35	6	0	/
38	2	-1	0	103
39	-7	7	6	103
40	1	-1	7	104
41	-15	8	2	96
42	-4	1	5	100
43	/	/	4	93
44	-21	34	0	95
45	6	-65	2	104
46	-2	-3	-3	97
47	-4	-14	3	101
48	-48	-19	-2	97

Additional structures follow.
no.	structure	SUMO HTRF inh	IMP-1 inh	p-CIP stab down	PHOSPHO1 block	VIM-2 inhibitor
49	COc1ccc(C2c3sc(=O)[nH]c3SC3C(=O)N(c4ccccc4)C(=O)C32)cc1 (stereo unspecified)	-4	2.7	-12	54	1.7
50	COC(=O)c1cc(NS(=O)(=O)c2ccc3c(c2)CCC(=O)N3)cc(C(=O)OC)c1	5	-1.4	-5	3	-1.0
51	COc1ccc(N2C(=O)C(CN3CCCCC3)C2c2ccccc2)cc1 (stereo unspecified)	9	-5.4	11	16	-5.4
52	COCCOC(=O)c1c(C)n(C)c2ccc(OC(=O)c3cccs3)cc12	9	-3.0	-12	11	-2.3
53	CC(=O)Nc1ccc(OC(=O)c2ccc(Cl)cc2)cc1	6	-1.4	-14	-17	0.8
54	C/C(CC(=O)Nc1ccc(Cl)c(Cl)c1)=N\NC(=O)Cc1ccccc1	-13	-3.0	-3	-7	-3.1
55	CC(=O)c1ccc(NC(=S)N2C(C)CCCC2C)cc1 (stereo unspecified)	13	2.0	3	37	-3.0
56	Cc1cc(NC(=O)CSc2ccc(-c3ccc4c(c3)OCO4)nn2)no1	12	-0.7	8	36	0.6
57	Cn1c2ccccc2c2cnn(CC(=O)NCCCN3CCN(c4ccccc4F)CC3)c(=O)c21	-1	-2.1	9	7	2.2

no.	FID counter	NS3 helicase inh	IDE cell activ	MEKK3 PB1 HTS
49	-9	9	0	105
50	-2	-2	7	104
51	1	0	-1	105
52	-2	2	5	98
53	-1	4	0	98
54	-2	3	4	91
55	-2	-5	/	104
56	-2	4	/	77
57	23	-58	6	104

Quoted from the listing.
compound 55 in IMP-1 inh = 2.0
compound 54 in MEKK3 PB1 HTS = 91
compound 49 in NS3 helicase inh = 9
compound 51 in NS3 helicase inh = 0
compound 56 in IMP-1 inh = -0.7
compound 57 in IDE cell activ = 6
compound 53 in FID counter = -1

Screening data deposited in PubChem BioAssay by several laboratories.

Some of the compounds tested. The share of hits here may be higher or lower than overall.
